Rpn11 block: blocks the human proteasome subunit Rpn11; human 26S proteasome, Ub4-pepOG fluorescence polarization; 20S core pre-blocked with epoxomicin; calls only at 20 µM; 360,000 tested, 0.59% active;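 active = inhibition at 20 µM, scaled to each plate's controls, above about 33%, limit read from the data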
Scp1 inh: inhibitors of human Scp-1 phosphatase. Recombinant Scp1, phosphopeptide, malachite green phosphate absorbance. inhibition, % at 20 µM. 340,000 tested, 0.88% active;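 active = inhibition above about 50% at 20 µM, limit read from the data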;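 also: plate controls were DMSO wells with enzyme for no effect and wells lacking enzyme for full effect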
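Incubation: 45 min enzyme reaction at room temperature / System: truncated SCP-1 phosphatase (76-261aa) / Reagent: Phospho 17-mer peptide substrate / Buffer or medium: Acidic Tris acetate buffer with magnesium and detergent / Signal: absorbance at 630 nm / Doses: one concentration, 20 µM, with 1.0% DMSO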
NadD inh: blocks S. aureus nicotinate mononucleotide adenylyltransferase; 360,000 tested, 0.78% active; purified NadD enzyme, colorimetric absorbance read-out; inhibition, % at 20 µM; AID 602399; in the data active = inhibition above about 26%; also: some compounds past the cut are filed as inactive
DNMT1 inh: blocks human DNA methyltransferase DNMT1 | inhibition (reported as % activation of signal), % at 10 µM | 360,000 tested, 0.83% active | DNMT1 molecular beacon, Hinp1I cleavage, fluorescence; in the data active = inhibition above about 50%
SUMO1 PPI mod: modulators of human SUMO1-mediated protein-protein interactions | P63165 | SUMO1 binding to a labelled peptide, TR-FRET, 1 h | inhibition, % at 20 µM | 360,000 tested, 0.33% active; in the data active = inhibition above about 37%
Target sequence (P63165 whole entry, looked up): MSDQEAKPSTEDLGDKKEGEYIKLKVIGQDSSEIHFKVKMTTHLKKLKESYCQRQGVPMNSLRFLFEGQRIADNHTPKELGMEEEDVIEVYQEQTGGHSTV
Tb MetRS inh: Trypanosoma brucei MetRS inhibition | 360,000 tested, 0.4% active | inhibition, % at 11.9 µM | purified T. brucei MetRS, ATP depletion, Kinase-Glo luminescence;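 active = inhibition above a per-plate cutoff of the control wells' mean inhibition plus 3 SD, cut at about 5.5% in these data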;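 also: 0% = DMSO wells median and 100% = median of wells with control inhibitor compound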
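Material – parasite MetRS enzyme · Medium – HEPES-MgCl2-KCl buffer plus DTT, spermine, BSA, pyrophosphatase · Reagent – ATP, methionine and E. coli bulk tRNA substrates · Times – 15 min enzyme-compound preincubation, 2 h reaction, 10 min detection, 25 °C · Measured by – luminescence of leftover ATP · Evaluation – percent inhibition relative to median high and low control wells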
CSN deneddyl inh: CSN deneddylation inhibition. Q92905. Purified CSN, SCF-Nedd8-OG deneddylation, fluorescence polarization. inhibition, % at 12.5 µM. 360,000 tested, 0.38% active. AID 651999;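 active = pattern-corrected inhibition above about 35%, with an unprinted fluorescence ratio check between 0.5 and 1.5, limit read from the data, passing the limit was not always enough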;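 also: 0% = enzyme with substrate and 100% = substrate without enzyme; some results filed as inactive read as strong as hits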
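test system = HEK293T-derived human Csn5 enzyme | amount = 0.24 nM Csn5 enzyme, final concentration | medium = Tris/NaCl/DTT buffer, pH 7.5 | schedule = 90 min reaction at room temperature | signal = FP | evaluation = inhibition of Csn5 cleavage, % | compound dosing = single dose of 12.5 µM compound with 0.25% DMSO | probe or stimulus = 10 nM SCFSkp2-Nedd8OG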
MsrA inh: bovine MsrA inhibition; purified bovine MsrA, absorbance read-out; inhibition, % at 15.5 µM; 360,000 tested, 0.75% active; AID 651718; in the data active = inhibition above about 4.5%;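 also: 0% = vehicle wells with enzyme and 100% = reference inhibitor wells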
STEP inh: inhibitors of human striatal-enriched phosphatase STEP; inhibition, % at 20 µM; recombinant STEP, OMFP fluorogenic substrate, fluorescence; 360,000 tested, 0.25% active; P54829;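 active = inhibition at 20 µM, scaled per plate between control wells, above about 37%, limit read from the data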;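 also: 0% = DMSO with enzyme and substrate and 100% = substrate only without enzyme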
Target sequence (P54829 whole entry, looked up): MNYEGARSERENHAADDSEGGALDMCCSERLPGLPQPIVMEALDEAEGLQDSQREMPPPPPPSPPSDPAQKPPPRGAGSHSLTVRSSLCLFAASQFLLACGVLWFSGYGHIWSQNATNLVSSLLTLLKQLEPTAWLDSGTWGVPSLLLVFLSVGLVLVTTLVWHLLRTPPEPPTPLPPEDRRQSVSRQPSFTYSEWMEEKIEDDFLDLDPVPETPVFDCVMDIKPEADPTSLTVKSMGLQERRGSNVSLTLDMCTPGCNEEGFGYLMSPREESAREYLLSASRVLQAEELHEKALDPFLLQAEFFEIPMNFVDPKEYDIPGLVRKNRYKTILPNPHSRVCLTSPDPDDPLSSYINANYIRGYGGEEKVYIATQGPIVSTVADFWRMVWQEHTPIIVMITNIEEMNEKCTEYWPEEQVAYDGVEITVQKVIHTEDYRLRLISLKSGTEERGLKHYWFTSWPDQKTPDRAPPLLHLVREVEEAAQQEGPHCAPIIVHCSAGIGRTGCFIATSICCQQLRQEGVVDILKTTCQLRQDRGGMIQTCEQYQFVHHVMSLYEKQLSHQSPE
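Test system: STEP tyrosine phosphatase / Reagent: OMFP at 25 µM / Doses: 20 µM, 1% DMSO / Read-out: percent inhibition scaled to no-enzyme and uninhibited-enzyme controls, plate-pattern corrected / Detection: FITC-channel fluorescence of OMFP product / Medium: Bis-Tris buffer pH 6.0, 2.5 mM DTT, 0.005% Tween 20 / Schedule: 20 min at room temperature, dark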
LMPTP inh: blocks human LMPTP phosphatase | P24666 | recombinant LMPTP-A, OMFP fluorogenic substrate, fluorescence intensity | inhibition, % at 20 µM | 360,000 tested, 0.22% active;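 active = compounds that cut the enzyme signal by at least half of the control window in the single-dose screen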;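 also: plate controls were DMSO wells with enzyme plus substrate for no effect and substrate without enzyme for full effect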
Target sequence (P24666 whole entry, looked up): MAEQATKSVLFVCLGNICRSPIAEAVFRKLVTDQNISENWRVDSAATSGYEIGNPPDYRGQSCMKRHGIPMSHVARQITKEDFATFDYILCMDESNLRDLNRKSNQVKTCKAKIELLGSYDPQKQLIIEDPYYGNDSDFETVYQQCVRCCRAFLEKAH
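Test system – LMPTP-A phosphatase enzyme · Quantity – 0.625 nM LMPTP-A final · Reagent – OMFP substrate, 400 µM final · Dosing – one test concentration per compound, 20 µM, with 3% DMSO overall · Timing – 50 min enzyme reaction at room temperature, protected from light · Detection – fluorescence intensity · Controls – substrate-only low control, DMSO enzyme-plus-substrate high control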
Starred values were filed as active, the others as inactive; i = inactive; · = no result given; & = joins results of further samples.

nr	SMILES	Rpn11 block	Scp1 inh	NadD inh	DNMT1 inh	SUMO1 PPI mod
1	O=C(NC1(C(F)(F)F)NC(=O)N(C2CCCCC2)C1=O)c1ccco1 (stereo not drawn)	i	4	1	4	1
2	O=C(CCc1nc2sc3c(c2c(=O)[nH]1)CCCC3)Nc1ccccc1Cl	i	38	2	22	1
3	CC(C)=CCC/C(C)=C/CNC(=O)C[C@H]1C[C@H](C(=O)N(C(C)C)C(C)C)[C@@]2(C)c3[nH]c4cc(CCC(=O)N(C)C)ccc4c3CCN2C1=O	i	-1	3	-9	-2
4	COc1ccc(C)cc1C(=O)C1CC(C(=O)O)C(C)(C)C1C (stereo not drawn)	i	0	-1	1	-2
5	CC(C)Oc1ccc(-c2nc(NCC3CCCO3)c3ccccc3n2)cc1 (stereo not drawn)	i	-4	-11	7	4
6	CC(C)COC(=O)Nc1ccc(C(=O)O)cc1	i	-13	-7	-5	-1
7	COc1ccccc1N1CCN(CCc2n[nH]c(=S)n2-c2ccccc2)CC1	i	-3	-2	0	5
8	Cc1cc(-n2c(C)cc(C(=O)CN3C(=O)NC4(CCCCC4C)C3=O)c2C)no1 (stereo not drawn)	i	-5	8	-9	2
9	COc1ccc(S(=O)(=O)N2CCC(n3cnc4cc(C(F)(F)F)ccc43)CC2)cc1	i	1	-2	0	2
10	O=C1CCCC2=C1C1(CCCC1)N=C(Nc1nc3ccccc3o1)N2	i	·	0	6	-7

nr	Tb MetRS inh	CSN deneddyl inh	MsrA inh	STEP inh	LMPTP inh
1	-1.3	-7	0.9	-5	0.0
2	-0.6	7	0.2	4	2.3
3	0.3	-9	0.1	-1	0.6
4	-0.2	1	0.6	-1	-0.1
5	-0.5	-5	0.3	0	51*
6	0.3	-5	0.8	-5	-1.7
7	0.1	-4	-0.5	2	-0.9
8	0.2	1	-0.2	1	-0.1
9	-0.9	-3	0.5	0	0.1
10	-0.8	6	1.0&1.4	-1	-0.5

Carrying on.
nr	SMILES	Rpn11 block	Scp1 inh	NadD inh	DNMT1 inh	SUMO1 PPI mod
11	O=C(Nc1cccc(Cl)c1)C1CCCN(S(=O)(=O)c2cnc[nH]2)C1 (stereo not drawn)	i	-9	5	3	-4
12	O=C(COc1ccccc1)Nc1nnc(COc2ccccc2)s1	i	-5	-3	2	3
13	CCOc1ccc(NCCC(=O)c2ccc3c(c2)OCO3)cc1	i	-3	-6	-14	-2
14	Nc1ccc(S(=O)(=O)NC2(C(F)(F)F)NC(=O)N(c3ccccc3Cl)C2=O)cc1 (stereo not drawn)	i	-5	-1	8	3
15	O=C(c1cccc(S(=O)(=O)N2CCCC2)c1)N1CCCc2ccccc21	i	6	-5	1	0
16	Cc1sc2ncnc(N/N=C/c3ccccc3O)c2c1C	i	-53	5	-3	-3
17	C[C@@H]1CN([C@@H](C)CO)C(=O)CCCn2nncc2CO[C@@H]1CN(C)C(=O)Nc1cccc(C(F)(F)F)c1	i	·	-6	9	6
18	CSc1nnnn1CCn1nnnc1SC	i	-3	1	-6	-3
19	C[C@H](NC(=O)N1CCn2c1nc1ccccc12)C(=O)NCc1ccccc1	i	-7	-4	1	-15
20	Cc1cc(C)c(S(C)(=O)=O)c(S(=O)c2ccc(Cl)cc2)n1 (stereo not drawn)	i	-3	0	1	0

nr	Tb MetRS inh	CSN deneddyl inh	MsrA inh	STEP inh	LMPTP inh
11	-0.5	-6	1.1	-3	-0.5
12	-0.2	-3	0.7	-3	-1.8
13	-0.3	1	0.4	0	2.0
14	0.2	3	-1.0	-1	-1.5
15	-0.2	-1	0.2	3	0.9
16	-1.7	9	-0.1	0	0.4
17	-1.3	-1	1.8	2	-1.3
18	-1.4	51*	0.1	-2	-0.2
19	-0.2	-3	-1.1	0	-6.0
20	-0.2	2	0.5	-6	0.4

Remaining list, next part.
nr	SMILES	Rpn11 block	Scp1 inh	NadD inh	DNMT1 inh	SUMO1 PPI mod
21	CC[C@@H]1C=C(C(=O)O)[C@H](c2ccc(C)cc2)N1S(=O)(=O)c1ccc(C)cc1	i	0	-6	5	3
22	COC(=O)C(C)Sc1nnc(Cc2cc(=O)[nH]c(=O)[nH]2)n1-c1ccc(Cl)cc1 (stereo not drawn)	i	·	2	-1	4
23	CC(C(=O)N1CCc2ccccc21)N1CCN(S(=O)(=O)c2ccc3c(c2)OCCCO3)CC1 (stereo not drawn)	i	-5	5	-7	1
24	O=C(c1ccco1)N1CCN(C(=S)Nc2cc(F)cc(F)c2)CC1	i	-10	-4	1	-1
25	COC(=O)c1ccc2nc(-c3ccc(F)cc3)c(Cc3ccc(OC)cc3C)n2c1	i	·	0	-1	4
26	COc1ccccc1-c1cc(C(F)(F)F)nc(S(=O)(=O)CCCC(=O)NCc2ccc(F)cc2)n1	i	-3	-7	6	0
27	CC[C@@]1(C(=O)OC)N[C@H](CN(C)S(=O)(=O)c2ccc(-c3ccccc3)cc2)[C@@H]2C(=O)N(C)C(=O)[C@@H]21	i	-8	0	1	5
28	CN(C(=O)CCc1nnc(-c2ccc(-c3ccccc3)cc2)o1)C1CCOCC1	i	-7	6	4	-5
29	Cc1ccc(NC(=O)c2sc3ncn(CC(=O)N4CCN(c5ccccn5)CC4)c(=O)c3c2C)cc1F	i	-6	-1	-3	-1
30	C(#Cc1ccccc1)C[N+]1(CC#Cc2cccc3ccccc23)CCOCC1	i	10	4	27	3

nr	Tb MetRS inh	CSN deneddyl inh	MsrA inh	STEP inh	LMPTP inh
21	-0.4	6	-0.7	-2	-1.7
22	-0.3	-9	-0.8	1	-1.2
23	-0.5	0	0.3	-1	1.5
24	0.0	2	-0.7	1	-1.8
25	-0.6	1	0.1	-1	-0.1
26	-0.1	9	-0.3	-6	1.1
27	-1.5	4	-0.3	-2	-0.7
28	-0.6	4	-0.2	3	-0.4
29	-0.6	5	0.4	-2	7.6
30	-0.4	6	2.1	2	2.1

(further entries)
nr	SMILES	Rpn11 block	Scp1 inh	NadD inh	DNMT1 inh	SUMO1 PPI mod
31	O=C(O)c1ccc2c(c1)OCCCO2	i	-4	-2	1	-1
32	COC(=O)C(NS(=O)(=O)c1ccccc1Cl)c1ccccc1 (stereo not drawn)	i	-6	-5	3	-6
33	CC(=O)Nc1ccc(NC(=O)C2CC(=O)N(c3ccc(Cl)cc3)C2)cc1 (stereo not drawn)	i	-12	-4	1	3
34	O=C(c1ccccc1)C1CN(Cc2ccccc2)CCC1(O)c1ccccc1 (stereo not drawn)	i	-1	-1	-2	-2
35	COc1ccc2oc(C(=O)OCC(=O)N(C)CC(=O)Nc3ccc(F)cc3)c(C)c2c1	i	8	3	-1	-1
36	Cc1cccc(C)c1Oc1nc(-c2ccccc2)ncc1S(=O)(=O)c1ccccc1	i	-5	3	-2	1
37	O=C(O)CN(c1ccccc1F)S(=O)(=O)c1ccccc1	i	0	4	-2	0
38	c1ccc2c(c1)[nH]c1c(N3CCSCC3)ncnc12	i	-6	-2	1	3
39	Nc1nc(SCC(=O)Nc2cccnc2Cl)n[nH]1	i	21	1	-5	6

nr	Tb MetRS inh	CSN deneddyl inh	MsrA inh	STEP inh	LMPTP inh
31	-0.2	5	-1.9	-4	-0.1
32	-0.5	0	-1.0	0	-0.5
33	-0.2	-8	-0.3	3	0.0
34	0.4	-6	1.2	1	0.2
35	-0.1	-1	-0.1	0	1.5
36	-0.1	-5	0.9	6	2.4
37	0.0	1	0.1	-2	-2.0
38	0.1	-8	1.5	-3	2.6
39	0.0	-11	0.7	1	0.1

Reformatted: entries from further up.
Order of results – Rpn11 block | Scp1 inh | NadD inh | DNMT1 inh | SUMO1 PPI mod | Tb MetRS inh | CSN deneddyl inh | MsrA inh | STEP inh | LMPTP inh
30) C(#Cc1ccccc1)C[N+]1(CC#Cc2cccc3ccccc23)CCOCC1
    i | 10 | 4 | 27 | 3 | -0.4 | 6 | 2.1 | 2 | 2.1
31) O=C(O)c1ccc2c(c1)OCCCO2
    i | -4 | -2 | 1 | -1 | -0.2 | 5 | -1.9 | -4 | -0.1
32) COC(=O)C(NS(=O)(=O)c1ccccc1Cl)c1ccccc1 (stereo not drawn)
    i | -6 | -5 | 3 | -6 | -0.5 | 0 | -1.0 | 0 | -0.5
33) CC(=O)Nc1ccc(NC(=O)C2CC(=O)N(c3ccc(Cl)cc3)C2)cc1 (stereo not drawn)
    i | -12 | -4 | 1 | 3 | -0.2 | -8 | -0.3 | 3 | 0.0
34) O=C(c1ccccc1)C1CN(Cc2ccccc2)CCC1(O)c1ccccc1 (stereo not drawn)
    i | -1 | -1 | -2 | -2 | 0.4 | -6 | 1.2 | 1 | 0.2
35) COc1ccc2oc(C(=O)OCC(=O)N(C)CC(=O)Nc3ccc(F)cc3)c(C)c2c1
    i | 8 | 3 | -1 | -1 | -0.1 | -1 | -0.1 | 0 | 1.5
36) Cc1cccc(C)c1Oc1nc(-c2ccccc2)ncc1S(=O)(=O)c1ccccc1
    i | -5 | 3 | -2 | 1 | -0.1 | -5 | 0.9 | 6 | 2.4

High-throughput results deposited in PubChem BioAssay by several laboratories.

Not a hit list. Share with any hit: about 3.9%.
